# 12-hLO inh – 12-hLO (ALOX12) enzyme inhibition; purified 12-hLO, xylenol orange hydroperoxide absorbance; 0.12% of 150,000 active; Potency, µM (highest dose often 57.1 µM), inactives show top-dose activity change, negative = inhibition, hits mostly inhibitors; P18054; note: potency is the fitted concentration of half-maximal effect; nearly all actives have a fitted effect of over 55% in size; many of its hits are not listed in these tables
# Target sequence (P18054 whole entry, looked up): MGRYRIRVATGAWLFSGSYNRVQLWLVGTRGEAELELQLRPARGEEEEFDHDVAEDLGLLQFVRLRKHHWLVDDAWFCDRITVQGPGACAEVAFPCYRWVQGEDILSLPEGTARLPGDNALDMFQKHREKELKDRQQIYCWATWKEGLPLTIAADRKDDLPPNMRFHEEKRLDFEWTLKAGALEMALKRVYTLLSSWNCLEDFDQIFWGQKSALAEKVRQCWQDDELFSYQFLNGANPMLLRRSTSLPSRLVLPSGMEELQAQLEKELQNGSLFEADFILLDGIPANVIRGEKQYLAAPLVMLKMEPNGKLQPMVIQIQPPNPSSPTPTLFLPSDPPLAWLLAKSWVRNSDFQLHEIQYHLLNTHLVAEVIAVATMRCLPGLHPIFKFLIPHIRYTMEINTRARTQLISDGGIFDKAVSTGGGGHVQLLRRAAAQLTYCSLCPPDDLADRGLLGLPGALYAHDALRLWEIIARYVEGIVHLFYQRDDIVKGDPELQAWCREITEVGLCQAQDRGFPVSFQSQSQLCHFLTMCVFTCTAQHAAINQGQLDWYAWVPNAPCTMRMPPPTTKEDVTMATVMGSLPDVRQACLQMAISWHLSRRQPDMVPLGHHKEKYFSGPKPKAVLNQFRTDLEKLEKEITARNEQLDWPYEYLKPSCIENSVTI
#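 Xylenol orange chromogenic assay: hydroperoxide from 12hLO oxidises Fe(II), giving red-shifted Fe(III)-XO absorbance. Conditions: 150 nM enzyme, 40 uM arachidonic acid, 25 mM Hepes pH 7.0, 0.01% Triton X-100, 30 min, room temperature.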
# IMPase cell inh – cell-permeable inhibitors of inositol monophosphatase (IMPase); P97697; CHO-M1 cells, IP1 accumulation, HTRF TR-FRET ratio; inhibition (IP1 accumulation), % at 46.1 µM; 120,000 tested, under 10 active; active = well fitted curve in the direction sought with a large enough effect in the signal ratio, not every such curve was filed as active; inconclusive = small, poorly fitted or top-dose-only effect, or a change in a side signal; inactive = no such curve, though single readings can be large or run the other way; the % refers to the signal ratio;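 note: cells stimulated with carbachol in lithium chloride buffer; plate controls were DMSO basal wells for no effect and reference inhibitor wells for full effect; higher means more IMPase inhibition seen as more IP1 and lower FRET ratio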
# Target sequence (P97697 whole entry, looked up): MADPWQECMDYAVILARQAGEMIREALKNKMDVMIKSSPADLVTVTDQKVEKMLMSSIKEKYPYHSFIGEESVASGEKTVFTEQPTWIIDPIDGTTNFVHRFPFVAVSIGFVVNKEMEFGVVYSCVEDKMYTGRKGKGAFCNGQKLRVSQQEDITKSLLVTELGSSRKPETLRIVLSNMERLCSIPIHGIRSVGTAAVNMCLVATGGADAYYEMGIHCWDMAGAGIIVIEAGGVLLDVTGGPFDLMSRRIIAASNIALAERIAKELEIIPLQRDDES
#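 Carbachol-driven Gq signalling in CHO-M1 cells (2000/well) generates IP1. Compounds that block IMPase raise IP1 and so reduce the FRET signal from Eu-anti-IP1 and d2-IP1 after a 10 min room-temperature lysis.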
# PNC inhibitor – inhibitors of perinucleolar compartment assembly | PC3M PTB-GFP, PNC prevalence imaging, 16 h; active compounds read low | activity change (PNC), negative = inhibition, % at 10 µM | 3.1% of 140,000 active;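 active = readout at or below -70, meaning at least 70% loss of cells showing the perinucleolar compartment, a nuclear body marking cancer cells; inconclusive = readout between -30 and a set limit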;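 note: plate controls were DMSO wells for no effect and camptothecin positive control wells for full effect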
#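 Read-out is percentage of cells bearing a perinucleolar compartment, from automated 20x imaging of fixed, Hoechst-stained PC3M PTB-GFP cells. Cells were seeded 4 h, then exposed 16 h to compound (23 nl of library stock) in duplicate plates.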
# 15-hLO-2 inh – blocks human 15-lipoxygenase 2 activity; purified 15hLO-2, xylenol orange hydroperoxide absorbance; Potency, µM (doses to about 57.1 µM), for the others: at the top dose activity change, negative = inhibition, hits mostly inhibitors; 0.56% of 110,000 active; note: potency is the fitted concentration of half-maximal effect; nearly all actives have a fitted effect of over 60% in size; many of its hits are not listed in these tables
#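 Enzyme 50 nM, AA 45 uM, 25 mM Hepes pH 7.5 + 0.01% Triton X-100; cpd preinc 15 min RT, rxn 90 min RT; stop/detect with 200 uM XO + 300 uM Fe(II) in 50 mM H2SO4, 30 min; A573/A405.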
# Active calls of the source: *; u = inconclusive; x = not tested or not shown; [ ] = remark or other dose. Unless noted, calls come from the whole dose curve; as a rule, active = well fitted curve in the direction sought with a large enough effect; inconclusive = small, poorly fitted or top-dose-only effect, or another doubt; inactive = no such curve, though single readings can be large; an effect the other way counts as inactive or inconclusive. Unless noted, % is set by controls: 0 for no effect and ±100 for the full control effect.
SMILES,12-hLO inh,IMPase cell inh,PNC inhibitor,15-hLO-2 inh
CC(=O)NC1(C2CCCCC2=O)CCCCC1 (stereo not drawn),-3%,0,-4,9%
COc1ccc(NC(=O)Nc2nccs2)cc1,-2%,-1,9,0%
Cc1ccc2c(c1)C(c1ccc(F)cc1)N(C(=O)C1CC1)CC(=O)N2 (stereo not drawn),9%,5,u,-5%
O=S(=O)(NCc1cc(-c2ccccc2Cl)no1)c1ccccc1,-6%,-9,-2,-7%
COc1cc(C2C(C(=O)c3ccco3)=C(O)C(=O)N2Cc2cccnc2)cc(OC)c1OC (stereo not drawn),-10%,-11,-15,-11%
CCN(CC)CCOc1ncnc2c1oc1ccccc12,4%,9,55,1%
Cc1nc(C)c(C(=O)Nc2cccc(C)c2C)o1,-4%,0,18,x
Clc1ccc(OCc2nc(-c3ccccn3)no2)c(Br)c1,-5%,9,30,x
Cc1c(NC(=O)c2ccco2)cccc1-c1nc2cccnc2s1,-2%,-11,-17,-20%
CCN1CCN(C(=O)/C=C/c2c(F)cccc2Cl)CC1,-5%,x,22,x
CCOc1ccc(NC(=O)CSc2nnc(Cn3c(=O)sc4ccccc43)n2C)cc1,3%,-8,25,x
O=C(NCc1ccc(F)cc1)C(c1ccccc1)N(CC1CCCO1)C(=O)Cn1nnc2ccccc21 (stereo not drawn),2%,25,-20,x
O=C(Nc1nccs1)NC1CCCCC1,-8%,1,14,2%
CCN(Cc1ccccc1)Cc1cccc([N+](=O)[O-])c1,-1%,2,27,0%
COc1ccc2c(c1)c(CC(=O)Nc1ccc(C)cc1)c(C)n2C(=O)c1ccc(Cl)cc1,-8%,6,4,6%
Cc1c(Cl)c([N+](=O)[O-])nn1Cc1ccc(C(=O)Nc2ccc(Cl)cn2)o1,-6%,x,99,x
CCC(COC(=O)Nc1cccc(C)c1C)NC(=O)OCC(C)C (stereo not drawn),-1%,6,14,0%
O=C1CCCCCN1Cc1nnc(SCc2nc3ccccc3s2)n1-c1ccccn1,-4%,u,5,-5%
O=C1OC(CO)C(O)C(O)C1O (stereo not drawn),-1%,x,x,-4%
O=C(CSc1nnc(Cc2ccccc2)o1)Nc1ccc2c(c1)OCO2,-9%,8,u,4%
OC(CN1CCOCC1)C12CC3CC(CC(C3)C1)C2 (stereo not drawn),3%,3,-3,18%
COc1ccc(C(C(=O)NC2CCCC2)N(C(=O)c2ccoc2C)c2ccc(C)c(C)c2)cc1 (stereo not drawn),1%,x,u,x
Cc1nn(-c2ccccc2)c2sc(C(=O)N3CCOCC3)cc12,-1%,-7[1.84 µM],-7,x
CCc1nnc(NC(=O)c2sc3nc4c(cc3c2N)CCCCC4)s1,1%,-17,28,x

# An excerpt of these results, with bars between the fields:
SMILES | 12-hLO inh | IMPase cell inh | PNC inhibitor | 15-hLO-2 inh
O=C1CCCCCN1Cc1nnc(SCc2nc3ccccc3s2)n1-c1ccccn1 | -4% | u | 5 | -5%
O=C1OC(CO)C(O)C(O)C1O (stereo not drawn) | -1% | x | x | -4%
O=C(CSc1nnc(Cc2ccccc2)o1)Nc1ccc2c(c1)OCO2 | -9% | 8 | u | 4%

# Next section
SMILES,12-hLO inh,IMPase cell inh,PNC inhibitor,15-hLO-2 inh
Cn1c(-c2ccc(F)cc2)cnc1SCC(=O)Nc1ccccc1N1CCOCC1,-2%,8,-30,2%
Cc1ccc(C)c(OCC(=O)Nc2ccc3c(c2)OCO3)c1C,-12%,3,15,1%
Cc1[nH]n(-c2ccccc2)c(=O)c1/C=N\NC(=O)C1COc2ccccc2O1 (stereo not drawn),-4%,-4,u,x
COC(=O)Nc1nc2c(C)cccc2s1,1%,-10,31,0%
N#CCCN(C(=O)CSc1nc(-c2ccccc2)cn1N)c1ccc(F)cc1,1%,1,-21,-4%
Cc1ccc(-c2n[nH]c(=S)n2-c2ccccc2)cc1,2%,-12,13,x
COc1ccc(OC)c(NC(=O)CSc2nc3c(c(=O)n(C)c(=O)n3C)n2C)c1,-5%,-3,28,6%
COc1ccc2c(C)cc(SCC(=O)Nc3ccc(Cl)cn3)nc2c1,-3%,x,-14,x
COCCn1nnnc1C(C(C)C)N(Cc1ccccc1)Cc1cc2cc(OC)ccc2[nH]c1=O (stereo not drawn),-2%,-8,10,-7%
CC(=O)c1ccccc1NC(=O)COC(=O)c1ccccc1NC(=O)c1ccccc1,10%,-5,u,x
CCn1nnnc1NCc1cccn1C,-3%,-1,20,-10%
Nc1cccc(N)c1,1%,x,x,2%
Cc1ccc(SCc2nnc(N)s2)cc1,-3%,-17[1.84 µM],-11,x
O=C(NCC1CCCO1)c1ccc(CS(=O)(=O)Cc2ccc(F)cc2)o1 (stereo not drawn),-1%,-3,-8,-5%
CCN1CCN(C(c2ccc(OC)c(OC)c2)c2nnnn2C(C)(C)C)CC1 (stereo not drawn),-1%,-7,36,-7%
CCCCSc1nc(N)c(NC(=O)c2ccco2)c(=O)[nH]1,-3%,-6,u,-2%
CC(C)(C)S(=O)(=O)c1cnc2c(-c3ccc(Cl)cc3)cnn2c1N,5%,3,68,-28%
CC1CCCCC1NC(=O)Cn1c(CN2CCCCC2)nc2ccccc2c1=O (stereo not drawn),-1%,5,1,5%
CCc1c(C)sc(NC(=O)c2ccco2)c1C(=O)N1CCOCC1,2%,8,9,-9%
COc1ccc(NC(=O)COC(=O)CCCN2C(=O)c3ccccc3C2=O)cc1Cl,0%,x,-1,x
CNS(=O)(=O)c1ccc2c(c1)NC(=O)C1CCCN21 (stereo not drawn),-6%,x,31,x
CC(C)(C)c1nnc(N/N=C/c2ccccc2)n(N)c1=O,-3%,x,u,x
CCOc1cc(/C=N/O)cc(Cl)c1OC,-2%,9,24,1%
COc1ccc(Nc2cc(C)nc3ccccc23)cc1,3%,5,30,23%

# Among those listed so far, these contain a tert-butyl group:
SMILES,12-hLO inh,IMPase cell inh,PNC inhibitor,15-hLO-2 inh
CCN1CCN(C(c2ccc(OC)c(OC)c2)c2nnnn2C(C)(C)C)CC1 (stereo not drawn),-1%,-7,36,-7%
CC(C)(C)S(=O)(=O)c1cnc2c(-c3ccc(Cl)cc3)cnn2c1N,5%,3,68,-28%
CC(C)(C)c1nnc(N/N=C/c2ccccc2)n(N)c1=O,-3%,x,u,x

# 3 entries from above in another layout:
# Results follow in this order: 12-hLO inh | IMPase cell inh | PNC inhibitor | 15-hLO-2 inh
> CC(C)(C)c1nnc(N/N=C/c2ccccc2)n(N)c1=O
    -3% | x | u | x
> CCc1c(C)sc(NC(=O)c2ccco2)c1C(=O)N1CCOCC1
    2% | 8 | 9 | -9%
> CCN1CCN(C(c2ccc(OC)c(OC)c2)c2nnnn2C(C)(C)C)CC1 (stereo not drawn)
    -1% | -7 | 36 | -7%

# Following part
SMILES,12-hLO inh,IMPase cell inh,PNC inhibitor,15-hLO-2 inh
C=C(C)C1CC=C(C)/C(=N\NC(=O)CCc2ccccc2)C1 (stereo not drawn),-1%,x,-12,x
C=CCn1c(SCC(=O)Nc2nnc(CC)s2)nnc1-c1ccco1,-3%,-6,u,3%
CCOc1cc(CN2CCN(c3ccc(C(C)=O)cc3)CC2)ccc1OC,-2%,8,-25,-9%
CCOc1ccc(OCC)c(S(=O)(=O)N2CCC(C)CC2)c1,-4%,9,2,-1%
O=C(NC(=S)Nc1nc(-c2ccccc2)cs1)c1cncc(Br)c1,0%,-1,79,-8%
O=C(Nc1ccccc1)O/N=C/c1ccncc1,3%,u,72,2%
Cc1ccccc1Nc1nnc(SCC(=O)N(C)C2CCS(=O)(=O)C2)s1 (stereo not drawn),-1%,x,33,x
CCOC(=O)Nc1ccc2c(c1)N(C(=O)N(CC)CC)c1ccccc1CC2,2%,x,8,x
COc1ccc2oc(C(=O)c3ccccc3)c(NC(=O)CN3CCN(C)CC3)c2c1,0%,3,u,53%[activator]
CCOc1ccccc1OCC(=O)Nc1ccc(S(=O)(=O)N(C)C)cc1,-6%,6,-86*,7%
COC(=O)c1cc(OC)c(OC)cc1NC(=O)c1ccc(OC)cc1,-3%,3,29,-9%
Cn1cccc1/C=N/NC(=O)c1ccc(OC(F)(F)C(F)F)cc1,-1%,x,u,x
O=c1c(C=NCCCn2ccnc2)c(-c2ccccc2)[nH]n1-c1nc2ccccc2s1,-5%,2,0,26%[2.29 µM]
Cc1ccc2oc(=O)cc(/C=C/c3ccccc3)c2c1,1%,x,1,x
CCOC(=O)c1ccccc1NC(=O)Cc1sc(-c2cccnc2)nc1-c1ccc(C)cc1,-3%,x,19,x
CCNc1nc(NCC)nc(N(C)n2cnnc2)n1,-5%,0,-13,-5%
Cc1cc(C)c(S(=O)(=O)NCC(=O)O)cc1C,0%,-1,47,-6%
Clc1ccc(-c2nc(-c3ccccn3)no2)cc1Cl,4%,-4,14,-10%
Cc1nn(C)c(C)c1/C=N/NC(=O)C(C)(C)Oc1ccc(Cl)cc1,-15%,4,42,-5%
Fc1cccc(Nc2cc(-n3cccn3)ncn2)c1,6%,u,-12,x
CC(=O)NC1=NN(C(C)=O)C(C)(c2ccc(C)cc2)S1 (stereo not drawn),1%,x,54,x
CC(C)(CO)NCc1cc(Br)ccc1OCc1ccccc1,-1%,5,27,32%[activator]
O=C(Nc1ccccc1)c1ccccc1O,5%,9,-8,-2%
C=CCOC(=O)CSCC(NC(=O)OC(C)(C)C)C(=O)OCC (stereo not drawn),-3%,1,41,22%
Cc1cc(Cl)ccc1OCC(=O)N[C@@H](Cc1ccccc1)c1nc2ccccc2[nH]1,-1%,2,-24,x
Cn1c(N/N=C/c2ccccc2)nc2sc3c(c2c1=O)CCC3,-26%,-6,u,6%
CCC1(CC)Cc2ccccc2-c2nc(-c3ccccc3)oc(=O)c21,1%,-5,u,21%
CC(=O)Oc1cc(-c2coc3cc(OC(C)=O)c(OC(C)=O)c(OC(C)=O)c3c2=O)cc(OC(C)=O)c1OC(C)=O,3%,x,x,36%[activator]
CC1(C)CC2CC(C)(CN2S(=O)(=O)c2ccc(C(=O)Nc3cc(S(=O)(=O)N4CCOCC4)ccc3Cl)cc2)C1 (stereo not drawn),0%,x,-5,x
CC(C)(C)C1(C)OC(C(=O)NC2CCCCC2)C(C(=O)NC2CCCCC2)O1 (stereo not drawn),4%,-2,u,-2%
O=C(c1ccco1)N1CCN(c2ncnc3c2nnn3Cc2ccccc2Cl)CC1,7%,2,347,x
CC(C)c1ccc(NC(=O)C2CCCN(S(=O)(=O)c3cnc[nH]3)C2)cc1 (stereo not drawn),-1%,8,35,13%
CCc1ccc(N2C(=O)c3cc(N4CCOCC4)c([N+](=O)[O-])cc3C2=O)cc1,-1%,x,29,x
CC(C)c1ccc(NC(=O)CCNS(=O)(=O)c2cccc3nsnc23)cc1,-7%,-7,26,-3%
CCOc1ccc2ccccc2c1C(=O)Nc1cc(=O)n(C)c(=O)n1C,8%,-14,64,x
CC(O)C1C(=O)OC2(C)CC(C)(C)NC(=S)N12 (stereo not drawn),4%,8,u,x
O=C(O)Cn1c(C(F)(F)F)nc2ccccc21,-4%,-10,-10,0%
CN(C)S(=O)(=O)c1cccc(NC(=O)COC(=O)c2cn(-c3ccccc3)nc2-c2ccccc2)c1,-2%,x,15,x
C/C(=N/NS(=O)(=O)c1ccc(C)cc1)c1ccc(NC(=O)C(F)(F)F)cc1,5%,x,-15,x
CCc1ccc(-c2nn(-c3ccccc3)cc2C2SCC(=O)N2Cc2ccco2)cc1 (stereo not drawn),-10%,14,3,14%
O=C(/C=C/c1cccc([N+](=O)[O-])c1)N1CCN(c2ccccc2F)CC1,-3%,x,14,x
Cc1cc(=O)n2ccccc2c1C#N,9%,-16,-18,0%
CCN1CCN(c2cc(C)c3cc(NC(=O)c4ccc(OC)c(OC)c4)ccc3n2)CC1,6%,11,-22,38%[activator]
CCOc1ccc(N2C(=O)CC(Sc3nc(-c4cccs4)cc(C(F)(F)F)c3C#N)C2=O)cc1 (stereo not drawn),2%,-12,u,-26%
Cc1ccc(S(=O)(=O)Nc2ccc3c(c2)c2c(n3S(=O)(=O)c3ccc(C)cc3)CCCC2=O)cc1,-1%,x,u,x

# Some of the compounds tested; the hit share may differ from the screen's.
